HCV inhibitor – HCV inhibition; Potency, µM (titrated, usually from 41.8 µM), inactives show at the top dose activity change, negative = inhibition, usual class: inhibitors; actives 3.4% (n = 340,000); Huh7.5.1 HCVcc-Cre infection, luciferase reporter, 44 h; note: potency is the fitted concentration of half-maximal effect
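1,000 cells/well; 4 h culture; + compound; + HCVcc-Cre (~0.5 moi); 44 h; luciferase substrate, RT 15 min; read 15 sec.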
AMA1-RON2 inh – inhibitors of Plasmodium falciparum AMA1-RON2 interaction; actives 0.2% (n = 360,000); Potency, µM (highest dose often 58.2 µM), for inactives: at the top dose activity change, negative = inhibition, actives largely listed as inhibitors; AlphaScreen AMA1-biotinylated RON2 peptide binding;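 note: potency is the fitted concentration of half-maximal effect; 0% = vehicle wells and -100% = peptide control; nearly all actives have a fitted effect of over 45% in size; some results filed as inactive show a strong effect at the top dose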
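AMA1 (3D7) with his tag at 25 nM final met compounds first, then biotinylated RON2 peptide at 25 nM; detection used donor plus acceptor beads, 10 µg/mL apiece, read by AlphaScreen after 30 min at room temperature.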
AmpC detergent – AmpC beta-lactamase inhibition with detergent present. P00811. AID 485294. AmpC hydrolysis of nitrocefin, absorbance 480 nm, 0.01% Triton. actives 0.041% (n = 370,000). Potency, µM (doses to about 114 µM), for the others: at the highest dose activity change, negative = inhibition, most hits filed as inhibitors;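 note: potency is the fitted concentration of half-maximal effect; 0% = no-compound wells and -100% = no-enzyme wells; nearly all actives have a fitted effect of over 25% in size; some results filed as inactive show a strong effect at the top dose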
Target sequence (P00811 whole entry, looked up): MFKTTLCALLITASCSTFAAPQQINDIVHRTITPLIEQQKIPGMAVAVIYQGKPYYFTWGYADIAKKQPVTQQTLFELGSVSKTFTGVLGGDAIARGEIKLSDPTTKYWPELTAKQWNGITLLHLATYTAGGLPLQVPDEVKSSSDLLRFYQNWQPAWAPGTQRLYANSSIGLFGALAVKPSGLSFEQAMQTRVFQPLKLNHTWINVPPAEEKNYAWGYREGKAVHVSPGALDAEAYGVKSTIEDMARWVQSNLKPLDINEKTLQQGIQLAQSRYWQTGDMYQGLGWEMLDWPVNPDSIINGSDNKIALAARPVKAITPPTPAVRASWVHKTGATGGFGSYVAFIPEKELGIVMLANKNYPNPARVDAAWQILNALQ
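20 mM phosphate pH 7.0 + 0.01% (detergent screen) or 0.0001% Triton X-100; 5.3 nM AmpC reagent; cpd preinc 15 min RT; nitrocefin (800 uM stock) to start; A480 q20 s × 4 min; Activity was normalised to no-enzyme and no-compound control wells.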
HCMV inh – blocks human cytomegalovirus replication; HFF cells, HCMV-luciferase reporter, 72 h; hits give low values; activity change, negative = inhibition, % at 57.5 µM; actives 4.5% (n = 410,000); in the data active = activity change below about -60%; inconclusive = no clear call, values can overlap the other calls; inactive = above about -39%
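After 16 h attachment at 37C, HFF cells received test compound and HCMV-luciferase (1 PFU/cell); reporter luminescence read 72 h later, data normalized against buffer-only and known inhibitor Salinomycin.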
Tb PYK inh – blocks Trypanosoma brucei pyruvate kinase | Q57TT1 | TbPYK enzyme, Kinase-Glo Plus ATP luminescence, 45 min | Potency, µM (highest dose often 76.8 µM), without a hit: at the highest dose activity, negative = inhibition, most hits filed as inhibitors | actives 0.12% (n = 410,000); note: potency is the fitted concentration of half-maximal effect; nearly all actives have a fitted effect of over 50% in size
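Readout: single end-point luminescence (Kinase-Glo Plus, 10 min). Reaction conditions were TbPYK/substrate plus 130 uM ADP, 45 min at RT, pH 7.2 TEA buffer. No-enzyme wells served as controls, and data were normalized before concentration-response fitting.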
AmpC no deterg – AmpC beta-lactamase inhibition without detergent; P00811; AmpC nitrocefin hydrolysis, absorbance 480 nm, 0.0001% Triton; Potency, µM (doses to about 57.1 µM), for inactives: at the highest dose activity change, negative = inhibition, actives largely listed as inhibitors; actives 0.52% (n = 330,000);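 note: potency is the fitted concentration of half-maximal effect; plate controls were no compound for no effect and no enzyme for full effect; nearly all actives have a fitted effect of over 20% in size; some results filed as inactive show a strong effect at the top dose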
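AmpC (5.3 nM in the dispensed reagent) in 20 mM phosphate pH 7.0 with 0.01% (detergent screen) or 0.0001% Triton X-100 was preincubated with compounds for 15 min at room temperature. Nitrocefin was then added from an 800 uM solution, and hydrolysis was followed at 480 nm.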
LmPK inh – inhibitors of Leishmania mexicana pyruvate kinase; Q27686; purified LmPK, Kinase-Glo ATP luminescence, 1 h; Potency, µM (top dose mostly 57.5 µM), without a hit: top-dose activity change, negative = inhibition, most hits filed as inhibitors; actives 0.37% (n = 290,000); AID 1721; note: potency is the fitted concentration of half-maximal effect
Target sequence (Q27686 whole entry, looked up): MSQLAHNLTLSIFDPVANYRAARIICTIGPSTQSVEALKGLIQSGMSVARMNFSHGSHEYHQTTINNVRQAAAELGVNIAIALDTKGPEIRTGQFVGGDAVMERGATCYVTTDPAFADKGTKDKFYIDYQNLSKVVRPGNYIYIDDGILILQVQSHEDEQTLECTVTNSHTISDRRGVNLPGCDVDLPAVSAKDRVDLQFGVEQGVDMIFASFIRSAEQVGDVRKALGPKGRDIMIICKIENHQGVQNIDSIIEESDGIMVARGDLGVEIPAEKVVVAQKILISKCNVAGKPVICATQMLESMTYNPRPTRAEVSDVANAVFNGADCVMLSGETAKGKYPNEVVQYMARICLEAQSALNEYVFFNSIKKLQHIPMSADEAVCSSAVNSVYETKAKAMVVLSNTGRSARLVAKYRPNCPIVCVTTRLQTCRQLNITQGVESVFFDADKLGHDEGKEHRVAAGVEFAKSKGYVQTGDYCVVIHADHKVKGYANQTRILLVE
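0.1 nM LmPK, 0.5 mM PEP, 0.1 mM ADP; 50 mM imidazole pH 7.2, 7 mM MgCl2, 50 mM KCl; 1 h RT. Kinase-Glo luminescence readout, normalized to no-enzyme (full inhibition) and uninhibited wells.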
An asterisk follows results filed as active; [ ] = another dose, or the depositor's remark. Unless noted, calls come from the whole dose curve; as a rule, active = well fitted curve in the direction sought with a large enough effect; inconclusive = small, poorly fitted or top-dose-only effect, or another doubt; inactive = no such curve, though single readings can be large; an effect the other way counts as inactive or inconclusive. Unless noted, % is set by controls: 0 for no effect and ±100 for the full control effect.

Screening CCC(=O)Nc1ccc(Cl)c(NC(=O)c2ccc(Br)o2)c1 returned HCV inhibitor inconclusive, AMA1-RON2 inh 1%, AmpC detergent -8%, HCMV inh -7, Tb PYK inh 0%, AmpC no deterg -5% and LmPK inh 3%.
Screening O=C(CN1C(=O)C2CC=C(Cl)CC2C1=O)N1CCOCC1 (configuration not stated) returned HCV inhibitor 11%, AMA1-RON2 inh 0%, AmpC detergent -1%, HCMV inh 39, Tb PYK inh 0%, AmpC no deterg -23% and LmPK inh 0%.
For O=C(O)c1cccc(S(=O)(=O)N(Cc2ccccc2)c2ccc(Cl)cc2)c1 the results were HCV inhibitor 13%, AMA1-RON2 inh 2%, AmpC detergent -9%, HCMV inh inconclusive, Tb PYK inh 0%, AmpC no deterg -48% and LmPK inh 7%.
COC(=O)c1ccc(COc2ccc(C)c(C)c2)o1 was read as HCV inhibitor 3%, AMA1-RON2 inh 3%, AmpC detergent 1%, HCMV inh 94, Tb PYK inh 14%, AmpC no deterg -11% and LmPK inh -3%.
COc1cccc(C(=O)NC2CCNCC2)c1 was read as HCV inhibitor 6%, AMA1-RON2 inh 14%, AmpC detergent -25%, HCMV inh -14, Tb PYK inh 4%, AmpC no deterg -3% and LmPK inh 0%.
`O=C(Cc1ccccc1)Nc1ncccc1Cl` gave HCV inhibitor 20%, AMA1-RON2 inh 2%, HCMV inh -17 and Tb PYK inh 3%.
Screening Nc1nn2c(C(F)(F)F)cc(=O)[nH]c2c1N=Nc1cccc(F)c1 returned HCV inhibitor inconclusive, AMA1-RON2 inh 26%, AmpC detergent 4%, Tb PYK inh -9%, AmpC no deterg -32% and LmPK inh -2%.
`C=C(C)CSc1nnc([C@@H](N)Cc2ccccc2)o1` gave HCV inhibitor 16%, AMA1-RON2 inh 34%[activator], AmpC detergent 3%, HCMV inh 75, Tb PYK inh -6%, AmpC no deterg 13% and LmPK inh -5%.
Screening Cc1ccc(N=C2SCCCN2C(=O)C2=COCCO2)cc1Cl returned HCV inhibitor 19%, AMA1-RON2 inh -2%, AmpC detergent -18%, HCMV inh -31, Tb PYK inh -9% and AmpC no deterg 165%[activator].
`COc1ccc(Br)cc1/C=N/n1c(C)nc2ccccc2c1=O` gave HCV inhibitor -7%, AMA1-RON2 inh 21%, AmpC detergent -1%, HCMV inh inconclusive, Tb PYK inh 0%, AmpC no deterg -19% and LmPK inh 4%.
Screening CC(C)COc1ccc(C(=O)N2CCCCC2CCN2CCOCC2)cc1 (configuration not stated) returned AmpC detergent 3%, HCMV inh 15 and Tb PYK inh 2%.
`Cc1ccccc1OCc1nc(-c2ccc(NC(=O)c3cccs3)cc2)no1` gave HCV inhibitor inconclusive, AMA1-RON2 inh 6%, AmpC detergent 2%, HCMV inh 59, Tb PYK inh 0%, AmpC no deterg -21% and LmPK inh -18%.
`Cc1cc(C(=O)CN2CCC(C)CC2)c(C)n1-c1ccc(F)cc1` gave HCV inhibitor inconclusive, AMA1-RON2 inh -11%, AmpC detergent -2%, HCMV inh 101, Tb PYK inh -1%, AmpC no deterg -10% and LmPK inh 6%.
`O=C1C(=O)N(c2nccs2)C(c2ccccc2)/C1=C(\O)c1ccc2c(c1)OCCO2` (configuration not stated) gave AmpC detergent 3%, AmpC no deterg -26% and LmPK inh 0%.
`COc1cccc(CC(=O)OCC(=O)NCc2ccc3c(c2)OCO3)c1` gave HCV inhibitor 16%, AMA1-RON2 inh -29%, HCMV inh -24, Tb PYK inh 4% and AmpC no deterg -15%.

The final four compounds of the part above are carried over, then new ones follow.
`Cc1ccccc1OCc1nc(-c2ccc(NC(=O)c3cccs3)cc2)no1` gave HCV inhibitor inconclusive, AMA1-RON2 inh 6%, AmpC detergent 2%, HCMV inh 59, Tb PYK inh 0%, AmpC no deterg -21% and LmPK inh -18%.
`Cc1cc(C(=O)CN2CCC(C)CC2)c(C)n1-c1ccc(F)cc1` gave HCV inhibitor inconclusive, AMA1-RON2 inh -11%, AmpC detergent -2%, HCMV inh 101, Tb PYK inh -1%, AmpC no deterg -10% and LmPK inh 6%.
`O=C1C(=O)N(c2nccs2)C(c2ccccc2)/C1=C(\O)c1ccc2c(c1)OCCO2` (configuration not stated) gave AmpC detergent 3%, AmpC no deterg -26% and LmPK inh 0%.
`COc1cccc(CC(=O)OCC(=O)NCc2ccc3c(c2)OCO3)c1` gave HCV inhibitor 16%, AMA1-RON2 inh -29%, HCMV inh -24, Tb PYK inh 4% and AmpC no deterg -15%.
Screening CC(C)CCn1c2ccccc2c2cc(CC(N)=O)ccc21 returned HCV inhibitor inconclusive, AMA1-RON2 inh 4%, AmpC detergent 3%, HCMV inh 31, Tb PYK inh 4%, AmpC no deterg 46% and LmPK inh -3%.
`O=C(c1cc(=O)[nH]c2ccccc12)N1CCN(S(=O)(=O)c2ccc(Cl)cc2)CC1` gave HCV inhibitor 12%, AMA1-RON2 inh 4%, AmpC detergent -1%, HCMV inh -5, Tb PYK inh -12% and AmpC no deterg -27%.
O=c1c2[nH]cnc2n(-c2cccc(F)c2)c(=O)n1Cc1ccccc1 was read as HCV inhibitor 11%, AMA1-RON2 inh 2%, AmpC detergent 3%, HCMV inh -39, Tb PYK inh 3%, AmpC no deterg -8% and LmPK inh -1%.
CCCCNC(=O)c1onc(CSc2ccccc2F)c1C(=O)O was read as HCV inhibitor 4%, AMA1-RON2 inh -1%, AmpC detergent -12%, HCMV inh 11, Tb PYK inh 6%, AmpC no deterg -19% and LmPK inh 4%.
For COC(=O)/C(C#N)=C/c1c[nH]c2ccccc12 the results were HCV inhibitor -7%, AMA1-RON2 inh inconclusive, AmpC detergent inconclusive, HCMV inh 68, Tb PYK inh 5%, AmpC no deterg -9% and LmPK inh 1%.
Screening CC(=O)c1ccc(N(C(=O)c2ccco2)C(C(=O)NC2CCCC2)c2cccs2)cc1 (configuration not stated) returned HCV inhibitor -14%, AMA1-RON2 inh -18%, AmpC detergent -8%, HCMV inh inconclusive, Tb PYK inh -6%, AmpC no deterg 7% and LmPK inh -2%.
CCCCCNC(=O)C1CC=CCC1C(=O)O (configuration not stated) was read as HCV inhibitor 13%, AMA1-RON2 inh 11%, AmpC detergent 3%, HCMV inh -2, Tb PYK inh 4%, AmpC no deterg -4% and LmPK inh 4%.
For O=C(Nc1ccc2c(c1)oc1ccccc12)N1CCOCC1 the results were HCV inhibitor -5%, AMA1-RON2 inh 0%, AmpC detergent -4%, HCMV inh 62, Tb PYK inh -4%, AmpC no deterg -3% and LmPK inh 3%.
Cc1cccc(C)c1NC(=O)Cc1cccs1 was read as HCV inhibitor 2%, AMA1-RON2 inh 16%, AmpC detergent inconclusive, HCMV inh -25, Tb PYK inh 6%, AmpC no deterg -20% and LmPK inh -1%.
`O=C(C[N+]12CCC(CC1)C(C(O)(c1ccccc1)c1ccccc1)C2)c1ccc(Br)cc1` (configuration not stated) gave HCV inhibitor 1%, AMA1-RON2 inh -2%, AmpC detergent -14%, HCMV inh 19, Tb PYK inh 5%, AmpC no deterg 41% and LmPK inh -1%.
For Nc1ccc(C(=O)c2ccccc2C(=O)O)cc1Cl the results were HCV inhibitor 12%, AMA1-RON2 inh -3%, AmpC detergent 5%, HCMV inh -21, Tb PYK inh -10%, AmpC no deterg -16% and LmPK inh 4%.
`Cc1cccc(-c2nc(-c3ccncc3)no2)c1` gave HCV inhibitor inconclusive, AMA1-RON2 inh 7%, AmpC detergent -1%, HCMV inh 77, Tb PYK inh -1%, AmpC no deterg 20% and LmPK inh -13%.
COc1cc2c(cc1NC(=O)COc1cc(C)cc(C)c1)oc1ccccc12 was read as AmpC detergent 25%, HCMV inh -8 and Tb PYK inh 4%.
COc1ccc(CCN(C)C(=O)c2oc3ccccc3c2C)cc1OC was read as HCV inhibitor -6%, AMA1-RON2 inh 2%, AmpC detergent inconclusive, HCMV inh 24, Tb PYK inh -12% and AmpC no deterg -4%.
Screening Cc1ccccc1OCC(=O)NNC=O returned HCV inhibitor 19%, AMA1-RON2 inh 45%[activator], AmpC detergent 3%, HCMV inh 11, Tb PYK inh 4%, AmpC no deterg -18% and LmPK inh 0%.
Screening COc1ccc([C@H]2CC(=O)C=C(c3cc4ccccc4c4ccccc34)C2)cc1 returned HCV inhibitor inconclusive, AMA1-RON2 inh -10%, AmpC detergent 1%, HCMV inh 8, Tb PYK inh -3% and AmpC no deterg -28%.
`Oc1ccc(Nc2ncnc3scc(-c4ccccc4)c23)cc1` gave HCV inhibitor 8.9µM*, AMA1-RON2 inh -12%, AmpC detergent 1%, HCMV inh -64*, Tb PYK inh 7%, AmpC no deterg -3% and LmPK inh -2%.
Screening O=C(N/C(=C\c1ccc(Br)cc1)C(=O)N1CCOCC1)c1ccccc1Cl returned HCV inhibitor -19%, AMA1-RON2 inh 6%, AmpC detergent -4%, HCMV inh -15, Tb PYK inh -5%, AmpC no deterg 123%[activator] and LmPK inh -5%.
O=C(CCSc1nc(-c2ccco2)cc(C(F)(F)F)n1)N1CCCc2ccccc21 was read as HCV inhibitor inconclusive, AMA1-RON2 inh -3%, AmpC detergent inconclusive, HCMV inh -20, Tb PYK inh -18%, AmpC no deterg 65%[activator] and LmPK inh 2%.
`FC(F)(F)c1ccc(Cl)c(Nc2nnc(-c3ccncc3)s2)c1` gave AMA1-RON2 inh 0%, HCMV inh -12 and Tb PYK inh -9%.
CCN(CC)S(=O)(=O)c1ccc(Cl)c(NC(=O)COc2ccc3c(C)cc(=O)oc3c2)c1 was read as HCV inhibitor 0%, AMA1-RON2 inh -13%, AmpC detergent -10%, HCMV inh 45, Tb PYK inh -12%, AmpC no deterg -16% and LmPK inh 2%.
C=CCNC(=S)NCCCCC1NC(=S)N(CC=C)C1=O (configuration not stated) was read as HCV inhibitor 0%, AMA1-RON2 inh 51%[activator], AmpC detergent -8%, HCMV inh -26, Tb PYK inh 4%, AmpC no deterg -22% and LmPK inh 0%.
COc1ccc(S(=O)(=O)Nc2ccc3c(c2)C(=O)N([C@H](C)CO)C[C@H](C)[C@@H](CN(C)C(=O)Nc2ccc(F)cc2)OCCCC[C@H](C)O3)cc1 was read as AMA1-RON2 inh -4%, HCMV inh -27 and Tb PYK inh 0%.
For CCN1CCN(c2ccc(S(=O)(=O)N3CCOCC3)cc2NC(=O)c2ccc(Cl)cc2Cl)CC1 the results were HCV inhibitor inconclusive, AMA1-RON2 inh 3%, AmpC detergent 0%, HCMV inh -1, Tb PYK inh -7% and AmpC no deterg 185%[activator].

Screening data (PubChem)
